aGlu spleen mod: lysosomal alpha-glucosidase (human) modulation; P10253; human spleen homogenate, 4-MU-alpha-glucoside fluorescence; Potency, µM (titrated, usually from 79.9 µM), inactives show at the highest dose activity change, negative = inhibition, usual class: inhibitors; hit rate 0.006% among 240,000; AID 2112;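 further: 0% = enzyme with vehicle and -100% = no enzyme basal signal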
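Enzyme source: human spleen homogenate, 1 ug/well. Buffer 50 mM citric acid/K phosphate pH 5.0, 0.01% Tween-20. 4-MU-alpha-glucoside 1 mM; 37 C x 40 min; NaOH/glycine stop; fluorescence.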
RGS12 GoLoco inh: blocks human Gai1 binding to RGS12 GoLoco peptide, red readout. P63096. Gai1:RGS12 GoLoco peptide FP, rhodamine, 10 min. Potency, µM (titrated, usually from 61.6 µM), inactives show at the highest dose activity, negative = inhibition, most hits filed as inhibitors. hit rate 0.44% among 230,000; active means well fitted inhibition curve with a large enough effect, not every such curve was filed as active; inactive means no such curve, though single readings can be large or run the other way; further: nearly all actives have a fitted effect of over 30% in size; many of its hits are not listed in these tables
Target sequence (P63096 whole entry, looked up): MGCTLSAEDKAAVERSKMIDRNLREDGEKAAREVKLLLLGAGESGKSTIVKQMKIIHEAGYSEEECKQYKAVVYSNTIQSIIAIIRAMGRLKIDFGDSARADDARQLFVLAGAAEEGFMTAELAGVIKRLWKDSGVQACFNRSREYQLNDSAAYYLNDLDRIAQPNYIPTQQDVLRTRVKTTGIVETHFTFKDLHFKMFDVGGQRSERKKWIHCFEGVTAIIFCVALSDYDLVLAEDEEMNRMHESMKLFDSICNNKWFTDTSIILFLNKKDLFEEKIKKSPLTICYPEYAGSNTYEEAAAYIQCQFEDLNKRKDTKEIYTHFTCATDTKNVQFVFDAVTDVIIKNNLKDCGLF
L3MBTL1 block: inhibitors of human L3MBTL1. hit rate 0.66% among 230,000. Potency, µM (highest dose often 57.1 µM), without a hit: top-dose activity, negative = inhibition, actives largely listed as inhibitors. Q9Y468. AID 485360. AlphaScreen L3MBTL1–H3K9me1 peptide binding; further: nearly all actives have a fitted effect of over 60% in size
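AlphaScreen assay: L3MBTL1 (50 nM final) was preincubated 30 min at room temperature with biotinylated H3(1-15)K9me1 peptide (75 nM final), then 30 min with library compounds; streptavidin donor and nickel chelate acceptor beads (10 ug/mL final) added, 30 min dark.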
GAA inh: alpha-glucosidase (human) inhibition. purified human GAA, 4-MU-alpha-glucoside fluorescence. Potency, µM (top dose mostly 76.9 µM), for the others: at the highest dose activity change, negative = inhibition, usual class: inhibitors. hit rate 0.005% among 200,000;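 further: plate controls were uninhibited enzyme wells for no effect and no-enzyme background for full effect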
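Activity normalized between no-enzyme (basal) and enzyme-only wells. Conditions: 4 nM human enzyme, 400 uM fluorogenic substrate, citrate/phosphate pH 5.0 with Tween-20, 20 min room temperature, compounds up to 77 uM.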
RECQ1 inh: blocks DNA unwinding by human RECQ1. P46063. RECQ1 DNA unwinding, red fluorescence kinetic read. Potency, µM (titrated, usually from 57.3 µM), for inactives: at the highest dose activity, negative = inhibition, usual class: inhibitors. hit rate 0.54% among 240,000. AID 2549;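 further: plate controls were vehicle for no effect and no enzyme for full effect; nearly all actives have a fitted effect of over 30% in size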
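50 nM RECQ1T1 preincubated 15 min with compound in Tris pH 8.0 buffer with MgCl2, DTT, Tween-20 and 2.5 ug/ml poly(dI-dC); started with 200 nM TAMRA/BHQ-2 forked duplex and 2 mM ATP. Unwinding read as fluorescence (525/598 nm), two reads 2 h apart.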
GAA glycogen: alters human alpha-glucosidase cleavage of glycogen | Potency, µM (titrated, usually from 76.4 µM), for inactives: at the top dose activity change, negative = inhibition, usual class: inhibitors | P10253 | hit rate 0.38% among 300,000 | recombinant GAA, glycogen substrate, Amplex Red glucose oxidase fluorescence;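 further: 0% = full enzyme reaction and -100% = no-enzyme basal signal; the screen sought inhibitors and activators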
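qHTS, 1536-well; enzyme 4 nM final; cpd up to 77 uM; substrate bovine liver glycogen 30 ug; 50 mM citrate/phosphate pH 5.0, 0.01% Tween-20; 37 C, 40 min; Amplex Red detection 45 min RT; Hill fit → AC50.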
TRb SRC2 PPI: TRbeta-SRC2 interaction inhibition; P10828; TRbeta-SRC2 peptide binding, fluorescence polarization; receptor liganded with 1 µM T3; Potency, µM (highest dose often 106 µM), for the others: at the top dose activity change, negative = inhibition, most hits filed as inhibitors; hit rate 0.065% among 280,000;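 further: plate controls were bound peptide for no effect and peptide without receptor for full effect; nearly all actives have a fitted effect of over 50% in size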
Target sequence (P10828 whole entry, looked up): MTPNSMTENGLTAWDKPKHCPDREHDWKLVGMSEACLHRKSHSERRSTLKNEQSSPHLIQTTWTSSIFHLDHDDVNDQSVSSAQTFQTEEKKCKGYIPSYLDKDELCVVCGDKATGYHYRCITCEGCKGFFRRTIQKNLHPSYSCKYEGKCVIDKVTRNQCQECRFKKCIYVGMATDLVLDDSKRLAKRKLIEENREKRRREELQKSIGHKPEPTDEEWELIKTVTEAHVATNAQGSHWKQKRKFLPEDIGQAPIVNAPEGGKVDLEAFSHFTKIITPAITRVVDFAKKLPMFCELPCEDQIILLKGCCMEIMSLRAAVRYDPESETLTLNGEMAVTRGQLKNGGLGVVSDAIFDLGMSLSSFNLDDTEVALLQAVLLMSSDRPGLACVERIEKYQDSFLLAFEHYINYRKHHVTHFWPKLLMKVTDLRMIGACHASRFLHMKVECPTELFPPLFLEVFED
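A fluorescence polarization screen tested compounds at multiple concentrations against complex formation between 0.6 uM TRb ligand-binding domain and 20 nM Texas Red SRC2 peptide, with 1 uM T3 present; readout after 5 hr.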
TexasRed fluor: counter-screen for TRb-SRC2 inhibitors: fluorescence interference. TRb/SRC2 Texas Red total fluorescence interference. Potency, µM (highest dose often 106 µM), inactives show at the highest dose fluorescence change, negative = quenching. hit rate 0.29% among 280,000; active means well fitted curve in either direction with a large enough effect; inconclusive means small, poorly fitted or top-dose-only effect
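Human TRb ligand-binding domain at 0.6 uM with 20 nM Texas Red SRC2 peptide in Tris buffer containing 1 uM T3 and 5% DMSO, incubated with compound 5 h at ambient temperature. Total fluorescence (555/632 nm) calculated as parallel + 2 × perpendicular.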
Starred values were filed as active, the others as inactive; i = inactive; ? = inconclusive; / = not tested or not shown; [ ] = dose if it differs, or a comment. Unless noted, the call rests on the fitted dose curve; in most records, active means well fitted curve in the direction sought with a large enough effect; inconclusive means small, poorly fitted or top-dose-only effect, or another doubt; inactive means no such curve, though single readings can be large; an effect the other way counts as inactive or inconclusive. Unless noted, on the % scale 0 is the no-effect control and ±100 the full control effect; potency means the concentration at half of the fitted maximal effect. These rows are one share of the data. The share of hits here may be higher or lower than overall.

SMILES	aGlu spleen mod	RGS12 GoLoco inh	L3MBTL1 block	GAA inh	RECQ1 inh	GAA glycogen	TRb SRC2 PPI	TexasRed fluor
CCCNC(=O)CN(Cc1ccco1)S(=O)(=O)c1ccc(OCC)cc1	-8%	4%	2%	-2%	9%	2%	1%	-7%
CC(=O)Nc1ccc2nc(-c3cccnc3)[nH]c2c1	10%	16%	0%	-11%	5%	-2%	7%	-2%
CCCCn1c(N)c(N(CCC(C)C)C(=O)COC(=O)c2ccco2)c(=O)[nH]c1=O	-3%	-12%	2%[11.4 µM]	?	1%	-1%	-4%	0%
CCOc1cccc(/C=C/c2cc(C(=O)O)c3ccccc3n2)c1OC	-4%	6%	1%	/	11%	1%	1%	-1%
COc1ccc(NC(=O)Cn2nnc(C(=O)NCc3ccccc3)c2N)cc1Cl	-1%	-16%	-9%	-6%	6%	0%	1%	-1%
CC1CCN(c2ccc(C(=O)Nc3nnc(C4CC4)s3)cc2[N+](=O)[O-])CC1	-3%	-2%	-7%	2%	-9%	0%	-3%	2%
COC(=O)c1cc(NCc2ccccc2F)ccc1N1CCOCC1	6%	6%	-6%	-1%	-7%	?	0%	-2%
O=C(Oc1ccc(Cl)c2cccnc12)c1cccc([N+](=O)[O-])c1	8%	6%	?	3%	-4%	-3%	1%	0%
Cc1cc(C)n(-c2ccc([N+](=O)[O-])cc2)n1	-9%	5%	9%	-7%	0%	11%	7%	-3%
CC(/C=N/NC(=O)c1ccccc1F)c1ccccc1 (centres undefined)	-3%	7%	/	/	17%	3%	2%	-1%
CSc1ccc(C(=O)C2CCCN(C(=O)c3cc4cc(F)ccc4[nH]3)C2)cc1 (centres undefined)	-2%	7%	3%	-13%	-4%	10%	3%	-1%
C=CCOc1cccc(C(=O)N2CCCC(CNS(=O)(=O)c3cccs3)C2)c1 (centres undefined)	4%	5%	-4%	-8%	-1%	18%	0%	0%
Cc1cc(C)nc(SCc2ccc(C(=O)N/N=C/c3cccc(O)c3O)cc2)n1	-5%	13%	-12%	-4%	3%	-3%	0%	3%
O=C1C(Cl)=C(N2CCN(c3ccccc3[N+](=O)[O-])CC2)C(=O)c2ccccc21	-7%	-1%	?	-3%	-7%	10%	-2%	-7%
CN(C)c1nc(N)nc(CSc2n[nH]c(-c3ccccc3)n2)n1	2%	6%	/	-7%	0%	4%	2%	-2%
Cc1ccccc1Cn1nc(C)c(NC(=O)c2sc3ccccc3c2Cl)c1C	3%	8%	-2%	3%	i	-21%	-10%	2%
CC(=O)Nc1ccc(C(=O)CSc2nnnn2C(C)C)cc1	6%	0%	-3%	0%	i	12%	-7%	-6%
Cc1ccc(SCc2[nH]nc3c2C(c2ccc(C)o2)C(C#N)=C(N)O3)cc1 (centres undefined)	6%	-15%	-14%	-3%	-21%	-22%	-13%	-2%
CCC1(c2ccc(OC)cc2)NC(=O)N(C)C1=O (centres undefined)	2%	/	/	/	-10%	/	-5%	5%
CCn1nc(NC(=O)C2CCCO2)c2cc3cccc(C)c3nc21 (centres undefined)	-12%	3%	99%[activator]	/	0%	-1%	-6%	0%
O=C(c1ccccc1Oc1ccccc1)N1CCN(c2ccc(F)cc2)CC1	-7%	4%	-8%	3%	-9%	-4%	-3%	-1%
CCOc1ccc(/C=C/c2c([N+](=O)[O-])c(=O)n(C)c(=O)n2C)cc1	-1%	10%	-1%	4%	i	13%	2%	0%
COCCCNC(=O)CCn1c(=O)c2ccccc2n(CC(=O)Nc2cc(Cl)ccc2C)c1=O	3%	10%	/	-6%	-12%	-3%	-6%	0%
CCNc1nc(NCC)nc(N/N=C/c2ccc(OC)cc2)n1	-2%	6%	-21%	/	10%	-9%	-1%	-2%
O=C1C=CC(=O)N1c1cccc(-c2ccccc2)c1	3%	-26%	-16%	-11%[15.4 µM]	-5%	5%	5%	-2%

Another view of four compounds above:
COCCCNC(=O)CCn1c(=O)c2ccccc2n(CC(=O)Nc2cc(Cl)ccc2C)c1=O
  aGlu spleen mod = 3%
  RGS12 GoLoco inh = 10%
  L3MBTL1 block = /
  GAA inh = -6%
  RECQ1 inh = -12%
  GAA glycogen = -3%
  TRb SRC2 PPI = -6%
  TexasRed fluor = 0%
O=C1C(Cl)=C(N2CCN(c3ccccc3[N+](=O)[O-])CC2)C(=O)c2ccccc21
  aGlu spleen mod = -7%
  RGS12 GoLoco inh = -1%
  L3MBTL1 block = ?
  GAA inh = -3%
  RECQ1 inh = -7%
  GAA glycogen = 10%
  TRb SRC2 PPI = -2%
  TexasRed fluor = -7%
CC(=O)Nc1ccc(C(=O)CSc2nnnn2C(C)C)cc1
  aGlu spleen mod = 6%
  RGS12 GoLoco inh = 0%
  L3MBTL1 block = -3%
  GAA inh = 0%
  RECQ1 inh = i
  GAA glycogen = 12%
  TRb SRC2 PPI = -7%
  TexasRed fluor = -6%
COc1ccc(NC(=O)Cn2nnc(C(=O)NCc3ccccc3)c2N)cc1Cl
  aGlu spleen mod = -1%
  RGS12 GoLoco inh = -16%
  L3MBTL1 block = -9%
  GAA inh = -6%
  RECQ1 inh = 6%
  GAA glycogen = 0%
  TRb SRC2 PPI = 1%
  TexasRed fluor = -1%

Record cards, from the list above:
`O=C1C=CC(=O)N1c1cccc(-c2ccccc2)c1` across the screens: aGlu spleen mod = 3%; RGS12 GoLoco inh = -26%; L3MBTL1 block = -16%; GAA inh = -11%[15.4 µM]; RECQ1 inh = -5%; GAA glycogen = 5%; TRb SRC2 PPI = 5%; TexasRed fluor = -2%
`CCn1nc(NC(=O)C2CCCO2)c2cc3cccc(C)c3nc21` (centres undefined) across the screens: aGlu spleen mod = -12%; RGS12 GoLoco inh = 3%; L3MBTL1 block = 99%[activator]; GAA inh = /; RECQ1 inh = 0%; GAA glycogen = -1%; TRb SRC2 PPI = -6%; TexasRed fluor = 0%

More results follow.
SMILES	aGlu spleen mod	RGS12 GoLoco inh	L3MBTL1 block	GAA inh	RECQ1 inh	GAA glycogen	TRb SRC2 PPI	TexasRed fluor
O=C(Nc1cccc(F)c1)/C(=C\c1cccnc1)NC(=O)c1ccco1	1%	5%	7%	2%	i	-20%	6%	0%
COC(=O)c1cc(OC)c(OC)cc1NC(=O)CCCCCN1C(=O)CCC1=O	?	5%	1%	1%	-13%	4%	-4%	0%
CC(C)CC(c1nnnn1C(C)(C)C)N1CCN(C2CCCC2)CC1 (centres undefined)	-9%	5%	-4%	?	-3%	5%	-13%	2%
O=C(c1ccc(-c2ccccc2)cc1)N1CCN(c2ncccn2)CC1	0%	14%	4%	-3%	-7%	0%	-2%	-1%
NC(=O)c1c(-c2ccccc2)oc2ccc(O)cc12	-19%	9%	-4%	-2%[15.4 µM]	-7%	4%	3%	-1%
COc1cccc2cc(C(C)=O)c(=O)oc12	-5%	9%	/	1%	2%	5%	-5%	-5%
Cn1cc(-c2ccccc2)cc(C#N)c1=O	22%	13%	22%	?	-4%	-3%	-4%	1%
Cc1ccccc1-n1cnnc1SCC(=O)Nc1cccnc1Cl	-4%	-9%	/	0%	-1%	8%	-5%	-4%
COc1ccc2c(c1)CCN1C2CCN2C(=O)CCC21 (centres undefined)	1%	0%	0%	/	-4%	4%	-7%	-5%
COc1ccc(Cl)cc1C(=O)NCc1cn(C)nc1C	-11%	-4%	-3%	-8%	7%	5%	2%	-5%
CCn1cc(C(=O)Nc2ccc(NC(=O)c3ccco3)cc2)c(=O)c2ccc(C)nc21	-4%	1%	13%	-5%	-11%	2%	5%	-5%
COc1ccc(C(C)=O)cc1COc1ccc(Cl)c(C)c1	-5%	4%	54%[activator]	?	-7%	-12%	7%	0%
COc1ccccc1S(=O)(=O)Cc1ccc(C(=O)N2CCN(c3ccccn3)CC2)o1	-3%	3%	3%	?	i	8%	-18%	-1%
Brc1ccc(-c2nnc(-c3ccccc3)c(N3CCSCC3)n2)cc1	0%	7%	5%	-10%	i	2%	-7%	-2%
O=S(=O)(Nc1nc(CN2CCOCC2)nc2sc3c(c12)CCCC3)c1cc(F)ccc1F	-8%	-3%	-2%	-6%	-4%	-1%	-14%	-2%
CCCOC(=O)c1ccc(NC(=O)C(CC)CC)cc1	-2%	11%	11%	-7%	0%	4%	3%	0%
CCOC(=O)NC(=O)C(=CNc1ccccc1C)C(=O)NC(=O)OCC	6%	128%[activator]	-2%	-4%	9%	-1%	5%	0%
COc1cc(/C=C/C(=O)OCC(=O)NC(=O)NC(C)(C)C)ccc1O	-18%	11%	/	/	-3%	?	-7%	-1%
CC(NC(=O)CC(O)(C(F)(F)F)C(F)(F)F)c1ccccc1 (centres undefined)	-5%	6%	-13%[11.4 µM]	-6%	3%	2%	3%	0%
COc1ccc(C(C)=O)cc1COc1nc(C)nc2ccccc12	0%	-5%	/	-1%	i	-10%	1%	-2%
